Eya2 phos inh: qHTS Assay for Inhibitors of the Phosphatase Activity of Eya2; AID 488837, 2010; recombinant Eya2, OMFP fluorescence dephosphorylation (OMFP is methylfluorescein phosphate); 330,000 compounds, 0.006% hits; Potency, µM (doses to about 76.9 µM), without a hit: top-dose activity, negative = inhibition, most hits filed as inhibitors; Protein phosphatase EYA2 (Homo sapiens), O00167; note: potency is the fitted concentration of half-maximal effect; % is set by controls: 0 for no effect and ±100 for the full control effect
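Eya2 protein (added as 0.2 uM solution) was preincubated with compound for 10 min at ambient temperature in 50 mM HEPES pH 7.5, 50 mM NaCl, 5 uM MgCl2, 0.05% BSA, 1 mM DTT. OMFP (added at 50 uM) then reacted 10 min; fluorescence read at 485/525 nm.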
GALK inhibitor: qHTS Assay for Inhibitors of Human Galactokinase (GALK); P51570; Purified GALK, Kinase-Glo residual ATP luminescence; Potency, µM (titrated, usually from 57.5 µM), without a hit: at the highest dose activity change, negative = inhibition, hits mostly inhibitors; 270,000 compounds, 0.007% hits; AID 1868, 2009; note: potency is the fitted concentration of half-maximal effect; % is set by controls: 0 for no effect and ±100 for the full control effect
Target sequence (P51570 whole entry, looked up): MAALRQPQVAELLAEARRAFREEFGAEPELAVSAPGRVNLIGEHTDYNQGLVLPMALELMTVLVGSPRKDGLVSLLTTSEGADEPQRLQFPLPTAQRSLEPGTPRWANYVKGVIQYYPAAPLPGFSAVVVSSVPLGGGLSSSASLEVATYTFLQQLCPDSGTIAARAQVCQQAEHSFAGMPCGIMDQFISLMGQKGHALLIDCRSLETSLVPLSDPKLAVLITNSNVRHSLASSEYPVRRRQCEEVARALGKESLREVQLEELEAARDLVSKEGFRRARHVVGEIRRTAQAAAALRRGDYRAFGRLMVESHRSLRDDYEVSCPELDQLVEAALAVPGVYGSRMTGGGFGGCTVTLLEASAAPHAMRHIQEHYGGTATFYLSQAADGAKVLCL
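5 nM enzyme, 35 uM ATP, 100 uM galactose, 20 mM HEPES pH8.0, 5 mM MgCl2; 1 h RT; residual ATP by Kinase-Glo Plus luminescence, qHTS format.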
USP2a inh: qHTS Assay for Inhibitors of Ubiquitin-specific Protease USP2a Using CHOP2 as the Reporter | Ubiquitin carboxyl-terminal hydrolase 2 (Homo sapiens), O75604 | USP2 core, Ub-CHOP2 coupled fluorogenic reporter, 485/531 | Potency, µM (top dose mostly 38.3 µM), without a hit: at the top dose activity change, negative = inhibition, actives largely listed as inhibitors | 330,000 compounds, 0.01% hits | AID 463254, 2010;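 note: potency is the fitted concentration of half-maximal effect; plate controls were DMSO wells for no effect and full inhibition by NEM control for full effect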
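Deubiquitinase activity read as fluorescence (485/531 nm) after Ub-CHOP2 cleavage activates the enterokinase reporter on its substrate; USP2 core 10nM, Ub-CHOP2 and substrate 25nM each, 30min compound preincubation then 60min RT; data normalized to NEM, curves fitted.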
KCNH2 WT inh: qHTS for Inhibitors of KCHN2 3.1: Wildtype qHTS; U2OS, BacMam KCNH2, thallium flux FluxOr; active compounds read low; activity change, % at 1.84 µM; 340,000 compounds, 0.37% hits; AID 720551, 2013;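 active = maximum activity change below -70%; inconclusive = maximum activity change between -70% and -50%; inactive = maximum activity change above -50%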; note: % is set by controls: 0 for no effect and ±100 for the full control effect
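U2OS cells were transduced with wild-type KCNH2 virus (2.03 x 10^8 / mL) for 4 h at room temperature, then cultured overnight at 37 C. Thallium flux was read with FluxOr dye. Rate constants were normalized to DMSO controls.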
Mito fusion yeast: qHTS Assay for Small Molecule Inhibitors of Mitochondrial Division or Activators of Mitochondrial Fusion. S. cerevisiae fusion-defective mutant growth rescue, CellTiterGlo 48 h. Potency, µM (titrated, usually from 46.1 µM), without a hit: top-dose growth rescue (activation), most hits filed as activators. 320,000 compounds, 0.23% hits. AID 485298, 2010;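 note: potency is the fitted concentration of half-maximal effect; % of control where 0% means no effect; nearly all actives have a fitted effect of over 45% in size; temperature-sensitive fusion mutants such as fzo1-1 at 37 °C on non-fermentable ethanol glycerol medium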
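Growth-rescue viability read-out: after 48 h at the non-permissive 37C in glycerol/ethanol YPEG, yeast mitochondrial fusion mutants are measured by CellTiterGlo luminescence; compounds (23 nl pinned per well) restoring growth score as division inhibitors or fusion activators.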
PKM2 activator: qHTS Assay for Activators of Human Muscle isoform 2 Pyruvate Kinase | Pyruvate kinase PKM (Homo sapiens), P14618 | purified PKM2, Kinase-Glo ATP luminescence, activation; response scale: 0% is enzyme alone, no compound | Potency, µM (doses to about 57.5 µM), without a hit: top-dose activation, actives largely listed as activators | 260,000 compounds, 0.34% hits | AID 1631, 2009; note: potency is the fitted concentration of half-maximal effect; % is set by controls: 0 for no effect and ±100 for the full control effect; nearly all actives have a fitted effect of over 55% in size
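ATP formation by purified human PK-M2, quantified via coupled luciferase luminescence after 1 h at room temperature with 0.1 mM ADP and 0.5 mM PEP final.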
BCR signal inh: qHTS Assay to Find Inhibitors of Chronic Active B-Cell Receptor Signaling | ABC-DLBCL IkBa-CBG/CBR reporter, luminescence ratio, 4 h | Potency, µM (doses to about 46.1 µM), inactives show top-dose ratio change, negative = lower green/red ratio, usual class: inhibitors | 340,000 compounds, 0.05% hits | AID 493014, 2011; active = well fitted inhibition curve with a large enough effect in the signal ratio, with a control signal flat, not every such curve was filed as active; inconclusive = small, poorly fitted or top-dose-only effect, or effect the other way, or a change in a side signal; the % refers to the signal ratio;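 note: potency is the fitted concentration of half-maximal effect; plate controls were basal doxycycline-induced cells for no effect and cells given 10 µM MG132 for full effect; MG132 reads +100%, hits lower the ratio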
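Cell line TMD8 (human ABC DLBCL), stably expressing tet-inducible CBG68-IkBa fusion and CBR; IMDM/0.5% FBS; cpd up to 46 uM; dox induction, 4 h, 37C/5% CO2; dual luminescence; green/red ratio; MG132 control.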
S-ASM inh: Inhibitors of Secretory Acid Sphingomyelinase (S-ASM): qHTS; Sphingomyelin phosphodiesterase (Homo sapiens), P17405; placental ASM, HMU-PC fluorogenic substrate, 60 min; Potency, µM (highest dose often 57.5 µM), without a hit: top-dose activity change, negative = inhibition, most hits filed as inhibitors; 340,000 compounds, 0.006% hits; note: potency is the fitted concentration of half-maximal effect
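HMU-PC0 cleavage (9 uM final) by human placental ASM, 60 min at 37 °C following 10 min compound exposure at RT; stopped at pH 10, fluorescence Ex 386/Em 447 nm.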
MBNL1-CUG inh: qHTS Assay for Inhibitors of MBNL1-poly(CUG) RNA binding | Muscleblind-like protein 1 (Homo sapiens), Q9NR56 | TR-FRET MBNL1-His/biotin-(CUG)12 binding, 665/545 ratio | Potency, µM (titrated, usually from 57.5 µM), without a hit: at the top dose activity change, negative = inhibition, actives largely listed as inhibitors | 280,000 compounds, 0.036% hits; active = well fitted inhibition curve with a large enough effect in the signal ratio, with a control signal flat, not every such curve was filed as active; inconclusive = small, poorly fitted or top-dose-only effect, or effect the other way, or a change in a side signal; inactive = no such curve, though single readings can be large or run the other way; the % refers to the signal ratio; note: potency is the fitted concentration of half-maximal effect; % is set by controls: 0 for no effect and ±100 for the full control effect
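MBNL1-His + Biotin-(CUG)12, cpd titration 92 nM–58 uM; Tb anti-His Ab 0.055 ng/ul, SA-XL665 5 nM (final); 60 min RT; ratiometric 665/545 nm, Ex 340 nm; normalized to buffer and full-complex controls.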
TSHR antag: Antagonists of the Thyroid Stimulating Hormone Receptor: HTS campaign | Thyrotropin receptor (Homo sapiens), P16473 | TSHR-expressing cells, TSH-stimulated cAMP HTRF, 2 h; active compounds read low | activity change, negative = inhibition, % at 11.5 µM | 330,000 compounds, 0.2% hits | AID 504810, 2011;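 active = activity change below a set negative limit, meaning inhibition stronger than a set level, cut at about -70% in these data; inconclusive = activity change between two set negative limits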; note: % is set by controls: 0 for no effect and ±100 for the full control effect
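Cell-based HTRF cAMP assay; TSHR cells + compound, TSH EC80 (4nM final), 2 h, 37 deg C. Lysis with anti-cAMP cryptate and cAMP-d2, 30 min RT, read 665/620 nm.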
Menin-MLL TR inh: qHTS Assay for Inhibitors Targeting the Menin-MLL Interaction in MLL Related Leukemias: Competition With Texas Red Labeled MLL-derived Mutant Peptide. O00255. Menin + Texas Red MLL mutant peptide, fluorescence polarization. Potency, µM (series often up to 61.6 µM), for the others: at the highest dose FP activity change, negative = inhibition, hits mostly inhibitors. 270,000 compounds, 0.23% hits. AID 1768, 2009; active = well fitted inhibition curve with a large enough effect in the polarisation, with a control signal flat, not every such curve was filed as active; inconclusive = small, poorly fitted or top-dose-only effect, or effect the other way, or a change in a side signal; inactive = no such curve, though single readings can be large or run the other way; the % refers to the polarisation; note: potency is the fitted concentration of half-maximal effect; % of control where 0% means no effect; many of its hits are not listed in these tables
Target sequence (O00255 whole entry, looked up): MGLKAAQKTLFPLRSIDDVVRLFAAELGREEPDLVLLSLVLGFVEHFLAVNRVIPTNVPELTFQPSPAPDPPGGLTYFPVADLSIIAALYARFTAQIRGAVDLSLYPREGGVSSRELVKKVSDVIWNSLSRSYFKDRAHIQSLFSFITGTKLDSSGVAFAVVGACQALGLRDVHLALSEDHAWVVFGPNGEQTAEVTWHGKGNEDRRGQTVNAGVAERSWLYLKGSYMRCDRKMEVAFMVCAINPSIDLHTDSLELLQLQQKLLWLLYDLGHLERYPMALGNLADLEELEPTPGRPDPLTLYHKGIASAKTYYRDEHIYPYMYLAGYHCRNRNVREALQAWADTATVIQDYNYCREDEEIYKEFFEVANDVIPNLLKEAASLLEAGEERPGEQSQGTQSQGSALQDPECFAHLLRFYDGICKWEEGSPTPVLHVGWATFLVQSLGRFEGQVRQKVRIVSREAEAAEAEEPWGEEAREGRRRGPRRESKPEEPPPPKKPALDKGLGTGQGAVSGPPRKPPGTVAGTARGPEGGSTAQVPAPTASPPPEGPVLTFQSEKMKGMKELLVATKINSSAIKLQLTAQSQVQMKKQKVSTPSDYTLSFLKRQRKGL
Active calls of the source: *; ? = inconclusive; · = no result given; [ ] = another dose, or the depositor's remark. Unless noted, calls come from the whole dose curve; as a rule, active = well fitted curve in the direction sought with a large enough effect; inconclusive = small, poorly fitted or top-dose-only effect, or another doubt; inactive = no such curve, though single readings can be large; an effect the other way counts as inactive or inconclusive. An excerpt. The share of hits here may be higher or lower than overall.

SMILES | Eya2 phos inh | GALK inhibitor | USP2a inh | KCNH2 WT inh | Mito fusion yeast | PKM2 activator | BCR signal inh | S-ASM inh | MBNL1-CUG inh | TSHR antag | Menin-MLL TR inh
CCSc1ccccc1C(=O)N=C1NC(=O)CC2C(=O)NCCN12 (stereo unspecified) | -10% | 5% | -2% | 1 | 7% | -10% | 1% | -2% | -7% | 11 | -1%
CCC(=O)Nc1cc(NC(=O)CSc2nnc(C(C)C)n2CC)ccc1C | -6% | 1% | 2% | 2 | -3% | -1% | 0% | 1% | 2% | 14 | 22%
Cc1ccc(N(C)S(=O)(=O)c2ccc(-c3cnc(C4CC4)o3)cc2)cc1 | -18% | -7% | -10% | -8 | -6% | · | ? | -1% | 3% | 9 | ·
Cc1cc(Cl)ccc1NC(=O)Cn1cncn1 | 10% | 8% | 0% | -8 | 0% | 0% | 1% | 1% | -8% | -3 | -8%
CC1CCc2c(sc(NC(=S)NC(=O)c3ccccc3)c2C#N)C1 (stereo unspecified) | 13% | -1% | -13% | -14 | -6% | 10% | ? | 0% | -20% | 6 | ·
Cc1ccc(SCC(=O)N(Cc2nc(-c3ccccc3)no2)C(C)C)cc1 | -22% | -4% | 0% | -19 | 16% | 0% | 7% | -14% | -7% | -17 | -17%
c1ccc(CN2CCC(N3CCN(Cc4ccc5c(c4)OCO5)CC3)CC2)cc1 | -1% | -1% | 8% | 5 | 11% | -5% | -6% | 0% | -1% | 1 | ·
CCc1ccc(C(=O)Cn2ncc(Cl)c(Cl)c2=O)cc1 | -41% | -1% | -1% | 6 | -6% | -1% | ? | -4% | 96%[activator] | -23 | 16%
O=c1cnn([C@@H]2O[C@H](CO)[C@@H](O)[C@H]2O)c(=O)[nH]1 | 7% | -2% | 2% | 1 | -2% | -1% | 2% | -2% | 4% | 10 | 2%
CN(NC(=S)Nc1ccc(OC(F)F)cc1)C(=S)Nc1ccc(OC(F)F)cc1 | 0% | -1% | 0% | -1 | 1% | -1% | ? | 1% | ? | -22 | ?
O=C(NCCCn1ccnc1)C(=O)NCC1OCCCN1S(=O)(=O)c1ccc(Cl)cc1 (stereo unspecified) | 3% | 0% | 1% | 3 | 1% | -2% | 7% | 0% | · | 16 | 0%
COc1ccc(CCNC(=O)CCC(=O)Nc2ccccc2[N+](=O)[O-])cc1OC | 4% | -8% | -1% | 5 | 1% | -5%[11.5 µM] | -12% | 0% | ? | 5 | 1%
C=CCN1C(=O)NC2(O)C(=O)c3ccccc3C12O (stereo unspecified) | -18% | -2% | 0% | 6 | -2% | -1% | 0% | 2% | -10% | 2 | -24%
O=c1cc(N2CCN(c3ccc(F)cc3)CC2)[nH]c(=O)n1Cc1ccc(F)cc1 | 20% | -2% | 2% | 8 | -2% | -1% | -2% | 0% | ? | -12 | 11%
CC(=O)c1ccc(NC(=O)C2(S(=O)(=O)c3ccccc3)CC2)cc1 | 6% | 9% | -1% | 9 | -9% | -1% | ? | -1% | -5% | -2 | -3%
CCOC(=O)CCc1c(C)n(CC)c2ncnn2c1=O | 1% | -1% | 4% | -9 | -8% | -2% | 0% | -4% | 1% | 7 | -1%
CCOc1ccc(NC(=O)CSCC(=O)O)cc1 | 19% | -3% | 0% | -1 | -5% | -1% | 9% | 4% | -3% | 24 | 14%
Cc1cc(NC(=S)NC(=O)c2ccco2)c2ccccc2n1 | 0% | -6% | 0% | -2 | 0%[9.22 µM] | · | 16% | 4% | 5% | -2 | -2%
O=C(Nc1ccccc1)Nc1nnc(CSCc2ccccc2Cl)s1 | -9% | 0% | -1% | 1 | -1% | -8% | 1% | 0% | -4% | -26 | ?
COc1cccc(N2CCN(c3ccc(N4C(=O)CCC4=O)cc3[N+](=O)[O-])CC2)c1 | -5% | 0% | -7% | -12 | 2% | -3% | 4% | -6% | ? | -3 | ?
COc1ccc(S(=O)(=O)N2CCN(Cc3ccc(Cl)cc3)CC2)cc1 | -7% | 0% | 1% | 6 | 11% | 5% | -6% | -2% | -5% | -4 | -26%
CCOc1ncccc1C(=O)NCCCSc1ccccc1 | 7% | 13% | 4% | -7 | 10% | · | 7% | 3% | 0% | -5 | -14%
NC1=NC2(CCCC2)N=C(Nc2ccccc2)N1 | -9% | 0% | 0% | -14 | -4% | -1% | · | 3% | · | -1 | ·
CC(NC(=O)NC1CCCCC1)C(c1cccs1)N1CCOCC1 (stereo unspecified) | -17% | -2% | 4% | 4 | -4% | -1% | 7% | 9% | -4% | -6 | -10%
OCCNCCNCc1ccccc1OCc1ccccc1 | -3% | 3% | 0% | -19 | -16% | -2% | ? | 3% | 0% | -8 | -9%
CN(Cc1ccccc1)C(=O)c1nc2ccccn2c1CNCCOc1cccnc1 | -1% | 0% | 1% | 10 | -3% | 4% | 6% | 5% | -6% | 5 | -2%
O=C(Nc1ccc(F)cc1F)c1sccc1SCc1cccc(C(F)(F)F)c1 | -14% | 6% | 4% | 13 | 2% | -2% | 24% | -5% | 4% | -26 | 16%
C=CCn1c(SCc2ccc(F)cc2)nc2c1c(=O)[nH]c(=O)n2C | -8% | 1% | 2% | 2 | 5% | 12% | 8% | -3% | 7% | 8 | -1%
Cc1cc(C(=O)Nc2ccc(F)c(Cl)c2)on1 | 7% | -2% | -2% | -4 | 6% | · | -2% | -6% | -2% | -5 | 31%[activator]
Cc1noc(C)c1CSc1ccccc1C(=O)Nc1nccs1 | -12% | 6% | -1% | -3 | 35µM* | -7% | 2% | -1% | -2% | 1 | -3%
CC(C)C[C@H](NC(=O)N1CCn2c1nc1ccccc12)C(=O)NCc1ccccc1 | -11% | 2% | 2% | 3 | 9% | · | 0% | -7% | 0% | -5 | -20%
O=C(Nc1ccc(Cl)cc1C(=O)NCc1cccnc1)c1ccco1 | -1% | -1% | 10% | -24 | 1% | 7% | 8% | -3% | -6% | -5 | -12%
O=C(c1cnccn1)N1CCc2ccccc21 | 16% | -1% | 1% | 3 | -3% | -8% | 0% | 4% | -7% | 7 | 3%
O=[N+]([O-])c1ccc(Cc2nnc(-c3ccccc3Cl)o2)cc1 | 11% | 1% | 0% | 21 | -4% | 0% | ? | -1% | ? | 6 | -1%
O=C(NCCSCc1c(F)cccc1Cl)c1ccco1 | -2% | 2% | 9% | 0 | 20% | -5% | -2% | -1% | -11% | -30 | 6%
CC(NC(=O)CCNC(=O)c1ccccc1Cl)C1CC2CCC1C2 (stereo unspecified) | 2% | 2% | -1% | 7 | -5% | -3% | 2% | 6% | -10% | 0 | 0%
CCOC(=O)CC1(NC(=O)c2cc(COc3ccc(F)c(F)c3)on2)CCCCC1 | -3% | 9% | 1% | 9 | 20% | -2% | 14% | 0% | 0% | -21 | -7%
Cc1cc(/C=N/n2cnnc2)c(C)n1-c1cccc(C(=O)O)c1 | 15% | 1% | 0% | -4 | -4% | 0% | 9% | 5% | -3% | -48 | -10%
CC1CN(S(=O)(=O)c2ccc(C(=O)Nc3nncs3)cc2)CC(C)O1 (stereo unspecified) | -20% | · | 6% | -5 | · | · | 3% | 3% | · | -13 | ·
CCN1C(=O)/C(=C2/C=Cc3cc(C)ccc3N2CC)N(C)C1=S | -11% | 7% | -2% | 1 | -11% | -51% | 18% | -2% | ? | -17 | 1%
COc1ccc(NC(=O)Oc2cc(C)ccc2C(C)C)cc1 | 11% | -2% | 0% | -8 | 0% | 2% | ? | -5% | 3% | -4 | ·

Screening results (PubChem)
